AmpC inh det: AmpC beta-lactamase inhibition, detergent assay | purified AmpC, nitrocefin hydrolysis with detergent | Potency, µM (top dose mostly 28.7 µM), for the others: at the highest dose activity change, negative = inhibition | 0.09% of 71,000 active; active = well fitted curve in the direction sought with a large enough effect
Target sequence (P00811 whole entry, looked up): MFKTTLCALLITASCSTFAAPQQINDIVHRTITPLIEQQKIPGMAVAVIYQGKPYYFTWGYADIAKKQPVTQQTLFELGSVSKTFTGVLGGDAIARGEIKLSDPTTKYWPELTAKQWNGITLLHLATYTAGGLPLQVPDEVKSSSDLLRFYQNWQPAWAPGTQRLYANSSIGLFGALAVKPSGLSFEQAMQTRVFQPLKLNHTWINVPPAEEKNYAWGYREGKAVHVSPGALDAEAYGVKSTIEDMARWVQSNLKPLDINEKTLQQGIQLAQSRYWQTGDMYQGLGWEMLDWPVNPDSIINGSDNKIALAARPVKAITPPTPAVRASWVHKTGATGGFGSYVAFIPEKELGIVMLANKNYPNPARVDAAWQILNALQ
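E. coli AmpC (5.3 nM) in 20 mM phosphate pH 7.0 with 0.01% Triton X-100, preincubated 15 min RT with compound; nitrocefin (2 uL of 800 uM stock) hydrolysis followed by 480 nm absorbance every 20 s over 4 min.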
An asterisk follows results filed as active; & = joins results of further samples; [ ] = dose if it differs, or a comment. % is scaled to controls: 0 for no effect and ±100 for the full control effect; potency is read from the fitted curve at half-maximal effect. This is a subset, so the mix of outcomes need not match the whole.

SMILES	AmpC inh det
Cn1cnnc1SCC(=O)N(Cc1ccc2c(c1)OCO2)C1(C(=O)NC2CCCCC2)CCCC1	16.4%
Cn1c(Cn2nnc3ccccc32)nnc1SCC(=O)NCc1ccc2c(c1)OCO2	6.5%
COc1ccc(CNC(=O)[C@H](C)[C@@H]2C[C@@]2(C)[C@@H](NC(=O)OCc2ccccc2)c2ccccc2)cc1OC	-1.5%
O=S(=O)(Nc1ccc(Cc2ccncc2)cc1)N1CCCC1	-7.5%
O=C(NC1CCCCC1)c1cc2nc(-c3ccco3)cc(C(F)(F)F)n2n1	10.7%
O=C(Nc1ccccc1N1CCN(C(=O)c2ccc(Cl)cc2)CC1)c1ccc2c(c1)OCO2	-1.2%
Cn1nc(-c2ccc(Cl)cc2)c2cc(C(=O)NC3CC3)sc21	10.0%
CCOCCCNC(=O)N[C@@H](Cc1ccccc1)C(=O)OC	-3.4%
Cc1ccc(S(=O)(=O)Nc2ccccc2C(=O)c2ccc(C)c(C)c2)cc1	-1.5%[5.75 µM]
CC(C)Oc1ccc(C2CC(=O)NC3=C2C(=O)CCC3)cc1 (stereo not drawn)	-0.2%
COCCCn1c(=N)c(C(=O)NCC2CCCO2)cc2c(=O)n3ccccc3nc21 (stereo not drawn)	-0.5%
Cc1cc(=O)[nH]c2c1c(=O)[nH]n2C1CC(C)N(C)CC1C (stereo not drawn)	2.2%
Cc1ccc(S(=O)(=O)NCCC(=O)Nc2ccc3c(c2)OCO3)cc1	-1.2%
CC(=O)Nc1cccc(NC(=O)c2cc(C)on2)c1	-2.4%
O=C(CSCSCC(=O)Nc1ccc2c(c1)OCO2)Nc1ccc2c(c1)OCO2	7.8%
CCCCCCCCCCCCOS(=O)(=O)O	8.6%&6.4%
COc1cccc(CNC(=O)C2CCN(c3cnccn3)CC2)c1	-5.7%
O=C(O)c1ccccc1Nc1cccc(C(F)(F)F)c1	-1.3%[12.8 µM]
COc1ccc(-c2noc(CCC(=O)N3CCN(c4cccc(C(F)(F)F)c4)CC3)n2)cc1	0.5%
O=C(Nc1ccccn1)Nc1cccs1	-0.2%
CCN(CC)S(=O)(=O)c1cccc2cc(C(=O)O)c(O)cc12	-9.5%
CC1Cc2cc(/C(O)=C3/C(=O)C(=O)N(CCCn4ccnc4)C3c3ccco3)ccc2O1 (stereo not drawn)	-0.5%
C[N+](C)(C)CCCCCC[N+](C)(C)C	-0.1%[12.8 µM]
Cc1noc(C)c1C(=O)OCC(=O)NC(=O)NC12CC3CC(CC(C3)C1)C2	-1.2%
CS(=O)(=O)N1CCc2cc(C(=O)N3CCOCC3)ccc21	-0.6%
CCOC(=O)c1nn(-c2ccc3c(c2)OCO3)cc1O	-2.6%
CCN(CC)c1ccc(CNC23CN4CN(CN(C4)C2)C3)cc1	-1.2%
CCOc1cc(N2CCOCC2)c(OCC)cc1NC(=O)CN1CCc2ccccc2C1	-3.2%
COc1ccccc1C(=O)N1CCN(S(=O)(=O)c2ccccc2)CC1	-1.0%
CCCn1c(N2CCN(C(=O)N3CCCCC3)CC2)nc2ccccc21	8.4%
COc1ccc(OCC(=O)N2CCN(CC3CC4C=CC3C4)CC2)cc1 (stereo not drawn)	0.1%
COC(=O)N1CCC2(CCCN(C(=O)Nc3ccccc3)C2)CC1	-1.3%
CCCCCCN=CC1=C(O)C(C(=O)OC)C(C)(C)CC1=O (stereo not drawn)	0.1%
O=C(c1ccc(F)cc1)C(CN1CCOCC1)c1ccccc1 (stereo not drawn)	-3.9%
Cc1onc(-c2ccccc2Cl)c1C(=O)N1CCN(C(=O)c2ccco2)CC1	5.5%
COC(=O)C1=C(C)NC(=O)NC1C1CC=CCC1 (stereo not drawn)	5.5%
CCOc1ccc(-n2cc(C(=O)NCc3ccco3)c3cc(OC)c(OC)cc3c2=O)cc1	-4.8%
CCC1CCCCN1CCCNC(=O)c1ccc(CS(=O)(=O)Cc2ccccc2F)o1 (stereo not drawn)	4.4%
Cc1ccc(N(Cc2ccccc2)Cc2ccccc2)cc1	1.9%[5.75 µM]
CCCCCC(=O)Nc1ccc2oc(-c3cccnc3)nc2c1	14.1%
COc1ccccc1C(=O)n1nc(-c2cccnc2)nc1N	12.9%
O=C(NCCc1ccco1)c1nn(Cc2ccccc2)c(=O)c2ccccc12	8.1%
O=C(c1ccccc1Br)N1CCN(c2ccccc2)CC1	-1.9%
O=c1[nH]c(=O)n(C2CCCCCC2)c(O)c1C=NC1CCN(Cc2ccccc2)CC1	14.9%
O=C(CCC(=O)c1cccs1)OCc1nc2ccccc2s1	9.0%
CS(=O)(=O)N1CCN(C(=O)c2cc(-c3cccs3)nc3ccccc23)CC1	-3.5%
O=c1oc2ccccc2c(N2CCCCC2)c1CN1CCCCC1	1.6%
O=C(O)CCC(=O)C(=O)O	-2.9%[5.75 µM]
Cc1cccc(N2CCN(S(=O)(=O)c3ccc4c(c3)CCN4C(=O)CCC(=O)O)CC2)c1C	-5.2%
COc1ccc2nc(NC(=O)CCc3nc(C4=CCN(C)CC4)no3)sc2c1	12.3%
Cn1c(=O)c2c(nc(SCC(=O)NC3CCCCC3)n2C)n(C)c1=O	8.4%
COc1ccc(Cn2c(C)nc3c(c2=O)c2nc4ccccc4nc2n3Cc2ccco2)cc1	12.7%
Cc1nn(CC(=O)Nc2ccc3c(c2)oc2ccccc23)c(=O)c2ccccc12	-1.6%
COc1ccccc1N1CCN(C(=O)CN(Cc2ccc(Cl)cc2)S(C)(=O)=O)CC1	-1.5%
Cc1cc(C(C)(C)CC(C)(C)C)ccc1OCCOCC[N+](C)(C)Cc1ccccc1	-0.8%[12.8 µM]
COc1ccc(OCc2nnc(SCC(=O)O)n2N)cc1	9.4%
Cc1nnc(SCc2ccccc2F)n1NCc1cccs1	-2.5%
Cc1cccc(C)c1-n1nnnc1S(=O)(=O)Cc1ccccc1Cl	0.1%
Cc1nc2c(cc(Oc3ccc(S(=O)(=O)N4CCOCC4)cn3)c3ccsc32)s1	16.2%
CCN(C(=O)c1cccc(F)c1)c1ccccc1C	-5.1%

Next entries.
SMILES	AmpC inh det
O=C(CSc1nc2cc(Cl)ccc2s1)N1CCN(C(=O)c2ccco2)CC1	-4.5%
c1csc(CN2CCN(Cc3cccs3)C2c2cccs2)c1	3.1%
O=C(O)C1CCCN1S(=O)(=O)c1ccc2[nH]c(=O)c(=O)[nH]c2c1 (stereo not drawn)	-2.2%
COP(=S)(OC)SCN1C(=O)c2ccccc2C1=O	-24.0%
O=C(c1cccs1)N1CCC(c2ccccc2)C1 (stereo not drawn)	19.0%
CC1CCCC(C)N1C(=O)c1cc(F)c(F)cc1Cl (stereo not drawn)	-2.7%
COC(=O)c1ccc(NC(=O)CNC(=O)C2CCCCC2)c(C)c1	-6.5%
Cc1ccc(NS(=O)(=O)c2ccc3c(c2)c(=O)n(C)c(=O)n3C)cc1F	-4.1%
Cn1cccc1C(=O)N1CCC[C@@]2(CCN(Cc3cc(C(F)(F)F)cc(C(F)(F)F)c3)C2)C1	-3.6%
O=C(CSc1nnc(Cn2c(=O)sc3ccccc32)n1-c1ccccc1)Nc1nccs1	4.6%
COc1ccccc1-c1c(NC(=O)c2ccco2)n(-c2ccccc2)nc(C)c1=O	1.3%
CC1CCCC(N2CCN(C(=O)c3ccc(F)cc3)CC2)C1 (stereo not drawn)	10.8%
Cn1c(=O)c2nc(NCc3ccccc3)cnc2n(C)c1=O	-2.2%
CCOC(=O)CC(=O)c1cc(OC)c(OC)c(OC)c1	0.9%
CCOc1ccc(-n2c(SCC(=O)Nc3ccc(OC)cc3)nc3c(c2=O)SCC3)cc1	0.4%
O=C(OCC(=O)N1CCOCC1)c1ccc2c(c1)OCCO2	6.3%
COC(=O)C1C(=O)c2c([nH]c(C(=O)OC3CCCCCC3)c2C)CC1C (stereo not drawn)	4.6%
C=CCNC(=O)CN(c1ccc(F)c(Cl)c1)S(C)(=O)=O	-4.8%
O=C(Nc1ccccc1)N1CC[C@@]2(CCCN(C(=O)c3ccco3)C2)C1	-0.1%
O=C(Cn1ncc2c(=O)oc3ccccc3c21)NCCN1CCN(c2ccccc2F)CC1	11.8%
COc1ccccc1N1CCN(C(c2cc3cc(C)ccc3[nH]c2=O)c2nnnn2C2CCCC2)CC1 (stereo not drawn)	8.7%
COCCn1nnnc1C(c1cc2ccc(OC)cc2[nH]c1=O)N1CCN(C2CCCCC2)CC1 (stereo not drawn)	-1.1%
COc1ccc(S(=O)(=O)N2CCCC2C(=O)Nc2nnc(-c3cccnc3)s2)cc1 (stereo not drawn)	-1.5%
CN=C1c2ccccc2CN1c1cccc(C(=O)OC)c1	0.1%
CCCCn1c(O)c(C(C)=NCCCN(CC)CC)c(=O)[nH]c1=O	-3.2%
Cc1ccn2c(-c3csc(NCc4ccco4)n3)c(C)nc2c1	-0.2%
Cc1ccc2c(c1)NC(=O)C(CC(=O)NCCCN1CCN(c3cc(C)ccc3C)CC1)O2 (stereo not drawn)	5.7%
CC1CCN(C(=O)CSc2nnc(CNC(=O)COc3ccc(Cl)cc3)o2)CC1	-1.7%
CCOC(=O)c1cc2nc(Nc3ccc(OC)cc3)sc2s1	-3.8%
Cc1cc(NCCCN2CCOCC2)n2ncc(-c3ccc(Cl)cc3)c2n1	-3.3%
CSc1nc(-c2ccco2)nn1C(=O)c1ccco1	10.5%
CCOC(=O)N1CCC(NC(=O)COc2cc(=O)n(C)c3ccccc23)CC1	3.9%
COC(=O)CNC(=O)c1cn(CC(C)C)c(=O)c2cc(OC)c(OC)cc12	8.4%
CSc1nc(C)cc(OCC(=O)N2CCOCC2)n1	-2.7%
CC1CCN(c2nnc(N3CCC(C)CC3)c3ccccc23)CC1	11.9%
O=C(CCN1CCCCCC1)Nc1ccc(F)c(F)c1	-0.9%
CCOC(=O)C1CCN(C(=O)CCNC(=O)Cn2ccc3ccccc3c2=O)CC1	5.0%
CC(=O)N1CCC2(CC1)CCN(C(=O)Nc1cccc(C#N)c1)CC2	-0.5%
COc1ccc(-c2nc(CSCC(=O)N3CCN(C(=O)c4ccco4)CC3)c(C)o2)cc1OC	10.9%
CCC(=O)O[C@H](CC(=O)O)C[N+](C)(C)C	-5.0%
COc1ccc(CSc2nncn2N)cc1Br	-0.1%
CCc1nnc(NC(=O)CCC(=O)N2CCN(Cc3cc(F)ccc3OC)CC2)s1	-2.2%
CCCCOCCCNC(=O)c1ccc(NC(C)=O)cc1	-5.1%
Cc1c(C(=O)NCCCN2CCCC2=O)oc2ccccc12	0.6%
CN(C)c1ncc2nc(CCc3ccccc3)c(=O)n(Cc3cccs3)c2n1	-0.5%
N=C(N)S[C@H]1c2ccccc2-c2cc([N+](=O)[O-])ccc21	-0.1%[5.75 µM]
COC(=O)c1ccccc1NC(=O)CN1CCN(C(=O)c2ccco2)CC1	11.3%
CCOC(=O)c1oc2cccc(OC(C)=O)c2c1C	-6.8%
CCNc1ncc2nc(-c3ccc(OC)cc3)c(=O)n(C[C@H]3CCCO3)c2n1	-1.0%
O=C(C1CCC1)N1CCc2cc(S(=O)(=O)NCc3cccnc3)ccc21	-0.1%
CCN1CCN(c2cc(C)c3cc(NC(=O)Cc4ccc(OC)c(OC)c4)ccc3n2)CC1	3.0%
CCOC(=O)N1CCN(CC(=O)N2c3ccccc3CC2C)CC1 (stereo not drawn)	0.3%
CC(=O)Cc1nsc(NC(=O)c2ccccc2)n1	-2.2%
CCOC(=O)c1ccccc1NC(=O)c1c(F)c(F)c(F)c(F)c1F	1.7%
CCCCCOC(=O)c1[nH]c2c(c1C)C(=O)C(C(=O)OC)C(C)C2 (stereo not drawn)	-1.7%
CC(=O)NC1(c2ccccc2)CCN(c2nc(C)cc(C)n2)CC1	-1.6%
O=C(Nc1ccccc1C(=O)N1CCCCCC1)c1cccc(S(=O)(=O)N2CCOCC2)c1	-4.2%
O=C(CC1Oc2ccc(Cl)cc2NC1=O)NC1CCCCCC1 (stereo not drawn)	14.2%
Cc1ccc(S(=O)(=O)N2CCN(C)CC2)cc1-c1nnc2c3ccccc3c(C)nn12	-2.8%
COc1ccc(-c2nnc3ccc(SCC(=O)N4CCN(c5ccccc5)CC4)nn23)cc1	-3.1%

Additional records
SMILES	AmpC inh det
CCOC(=O)CCc1c(C)nc2cc(-c3ccc(Cl)cc3)[nH]n2c1=O	-2.5%
COC(=O)CSc1nnc(CNc2ccc(Cl)cc2)n1Cc1ccccc1	-3.1%
O=C(C(F)C(F)(F)F)N1CCN(c2ccccc2)CC1 (stereo not drawn)	-0.8%
O=C(c1sccc1-n1cccc1)N1CCCC1	-3.8%

A portion from the list above:
SMILES	AmpC inh det
CCOC(=O)c1oc2cccc(OC(C)=O)c2c1C	-6.8%
CCNc1ncc2nc(-c3ccc(OC)cc3)c(=O)n(C[C@H]3CCCO3)c2n1	-1.0%
O=C(C1CCC1)N1CCc2cc(S(=O)(=O)NCc3cccnc3)ccc21	-0.1%
CCN1CCN(c2cc(C)c3cc(NC(=O)Cc4ccc(OC)c(OC)c4)ccc3n2)CC1	3.0%
CCOC(=O)N1CCN(CC(=O)N2c3ccccc3CC2C)CC1 (stereo not drawn)	0.3%
CC(=O)Cc1nsc(NC(=O)c2ccccc2)n1	-2.2%
CCOC(=O)c1ccccc1NC(=O)c1c(F)c(F)c(F)c(F)c1F	1.7%
CCCCCOC(=O)c1[nH]c2c(c1C)C(=O)C(C(=O)OC)C(C)C2 (stereo not drawn)	-1.7%
CC(=O)NC1(c2ccccc2)CCN(c2nc(C)cc(C)n2)CC1	-1.6%
O=C(Nc1ccccc1C(=O)N1CCCCCC1)c1cccc(S(=O)(=O)N2CCOCC2)c1	-4.2%
O=C(CC1Oc2ccc(Cl)cc2NC1=O)NC1CCCCCC1 (stereo not drawn)	14.2%
Cc1ccc(S(=O)(=O)N2CCN(C)CC2)cc1-c1nnc2c3ccccc3c(C)nn12	-2.8%
COc1ccc(-c2nnc3ccc(SCC(=O)N4CCN(c5ccccc5)CC4)nn23)cc1	-3.1%
CCOC(=O)CCc1c(C)nc2cc(-c3ccc(Cl)cc3)[nH]n2c1=O	-2.5%
COC(=O)CSc1nnc(CNc2ccc(Cl)cc2)n1Cc1ccccc1	-3.1%
O=C(C(F)C(F)(F)F)N1CCN(c2ccccc2)CC1 (stereo not drawn)	-0.8%
O=C(c1sccc1-n1cccc1)N1CCCC1	-3.8%
